PLCg1 inh – blocks human PLC-gamma1 enzyme activity | purified PLC-gamma1, fluorogenic substrate, fluorescence | AID 720700 | inhibition, % at 12.2 µM | P19174 | actives 0.84% (n = 370,000); in the data active means inhibition above about 9.5%
ADAM17 inh – inhibits human ADAM17; recombinant ADAM17, EDANS/DABCYL FRET peptide cleavage; inhibition, % at 6.95 µM; actives 0.83% (n = 370,000); AID 720648;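 active means inhibition above the mean of compounds lying between control limits plus 3 SD, set per campaign, cut at about 8.5% in these data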;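 further: 0% = DMSO-only wells as the low control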
Target sequence (P78536 215-824 limits assumed): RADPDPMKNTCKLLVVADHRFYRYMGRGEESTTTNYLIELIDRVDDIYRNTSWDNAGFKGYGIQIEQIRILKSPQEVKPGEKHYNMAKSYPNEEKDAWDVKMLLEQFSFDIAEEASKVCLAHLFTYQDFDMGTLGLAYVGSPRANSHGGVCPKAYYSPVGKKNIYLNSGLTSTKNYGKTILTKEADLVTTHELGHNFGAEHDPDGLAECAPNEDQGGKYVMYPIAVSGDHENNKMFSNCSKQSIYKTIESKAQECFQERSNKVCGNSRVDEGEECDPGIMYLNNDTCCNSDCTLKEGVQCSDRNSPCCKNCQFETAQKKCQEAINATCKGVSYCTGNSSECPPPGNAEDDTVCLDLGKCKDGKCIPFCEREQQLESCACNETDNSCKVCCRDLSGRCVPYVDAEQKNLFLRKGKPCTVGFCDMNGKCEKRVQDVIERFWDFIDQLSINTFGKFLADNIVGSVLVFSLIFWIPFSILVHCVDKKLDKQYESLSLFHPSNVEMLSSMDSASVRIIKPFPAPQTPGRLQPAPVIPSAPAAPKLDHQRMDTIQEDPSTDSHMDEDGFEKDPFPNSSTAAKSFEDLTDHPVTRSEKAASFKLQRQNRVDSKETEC
ADAM10 inh – ADAM10 inhibition, QFRET primary screen | AID 720582 | inhibition, % at 7 µM | actives 0.62% (n = 370,000) | recombinant ADAM10, EDANS/DABCYL FRET peptide cleavage, 3 h;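 active means inhibition above a per-campaign cutoff equal to the mean of compounds falling between control-based bounds plus 3 SD, cut at about 20% in these data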;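 further: 0% = DMSO wells while the 100% control is not disclosed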
ARFGAP1 inh – inhibits rat ARF GTPase activating protein 1. Q62848. actives 0.26% (n = 360,000). Arfgap1-stimulated ARF1 GTP hydrolysis, GDP FP detection. AID 651572. inhibition, % at 16.5 µM;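 active means inhibition above a per-plate limit, mean inhibition of low control wells plus 3 SD, cut at about 25% in these data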;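 further: 0% = DMSO wells with enzyme and 100% = wells lacking Arfgap1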
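system = rat Arfgap1 catalytic domain, aa 1-136 | technique = FP, GDP Alexa 633 tracer displaced from anti-GDP antibody, 620/688 nm | compound = one concentration, 16.5 µM, DMSO 1.26% | medium = HEPES-based buffer, pH 7.5 | timing = compound-enzyme preincubation 20 min, reaction 120 min, detection 60 min, 25 °C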
ASAP1 inh – blocks human ASAP1-stimulated Arf1 GTP hydrolysis; inhibition, % at 16.5 µM; actives 0.19% (n = 360,000); AID 624377; GDP FP detection; in the data active means inhibition above about 25%;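 further: 0% = vehicle with enzyme and substrate and 100% = no enzyme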
TDP2 absorb – TDP2 (human) inhibition, absorbance primary screen. actives 0.34% (n = 370,000). O95551. inhibition, % at 12.8 µM. recombinant TDP2, T5PNP hydrolysis, p-nitrophenol absorbance 415 nm;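 active means inhibition above the mean of all tested compounds plus 3 SD, set per campaign, cut at about 25% in these data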;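 further: 0% = DMSO with enzyme and 100% = buffer with substrate but no TDP2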
Target sequence (O95551 whole entry, looked up): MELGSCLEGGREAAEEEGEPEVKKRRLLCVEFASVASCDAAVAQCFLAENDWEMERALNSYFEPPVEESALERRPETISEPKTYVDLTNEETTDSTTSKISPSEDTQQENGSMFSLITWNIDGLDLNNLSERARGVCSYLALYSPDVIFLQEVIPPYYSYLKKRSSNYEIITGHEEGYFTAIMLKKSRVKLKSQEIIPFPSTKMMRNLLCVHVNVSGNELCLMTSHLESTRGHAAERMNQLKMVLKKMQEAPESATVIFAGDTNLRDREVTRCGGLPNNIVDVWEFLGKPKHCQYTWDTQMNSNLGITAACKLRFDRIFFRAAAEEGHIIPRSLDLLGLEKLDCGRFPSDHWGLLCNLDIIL
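test system = human TDP2 enzyme | input = TDP2 enzyme at 120 nM final | medium = 50 mM Tris-HCl pH 7.5 with Mg2+, KCl, DTT, BSA | also added = T5PNP substrate, 5 mM | times = 2 h at 37 °C | technique = epi absorbance | benchmarks = high control without enzyme, low control DMSO plus TDP2 | replication = each compound tested once, singlicate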
LEDGF integ inh – blocks HIV-1 LEDGF/p75-dependent DNA integration; TR-FRET IN-LEDGF/p75 DNA integration, Eu/Cy5; inhibition, % at 3.7 µM; actives 0.64% (n = 370,000); AID 743269;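 active means inhibition above the screen-wide mean plus 3 SD, cut at about 13% in these data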;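 further: signal is the Cy5 over europium emission ratio at 671 and 618 nm; 0% = plate median of compound wells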
Tn7 DDE FP – disrupts Tn7 cyclic peptide binding to fibrin D-Dimer-E complex; actives 0.13% (n = 370,000); P02675; inhibition, % at 8.3 µM; FP displacement of FITC-Tn7 peptide from fibrin DD(E); 0% = median of compound wells per plate; AID 720508;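 active means inhibition above the mean of compounds falling within the control limits plus 3 SD of them, cut at about 14% in these data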;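 further: 0% = plate median of compound wells and 100% = 10 µM Aha-Tn7 peptide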
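Also added: labelled Tn7 tracer, 0.1 µM; Assay system: human fibrin DD(E) protein; Amount: 2 µM fibrin DD(E); Schedule: 10 min compound pre-incubation, 3 h probe incubation at room temperature; Repeats: one replicate per compound; Read-out basis: percent inhibition; Measured by: fluorescence polarization of the labelled Tn7 tracer.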
DDE Tn6 FP inh – inhibitors of Tn6 peptide binding to human fibrin DD(E). inhibition, % at 8.3 µM. Fibrin DD(E) TRITC-Tn6 fluorescence polarization displacement. actives 0.21% (n = 370,000). P02675;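 active means inhibition above a per-campaign cutoff: mean of compounds within control limits plus 3 SD, cut at about 15% in these data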;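 further: 0% = median of all compound wells on the plate and 100% = blocking peptide control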
proKLK7 act – proKLK7 (human) activation, primary screen; P49862; purified proKLK7, EDANS-DABCYL substrate fluorescence; 100% is mature enzyme control, 0% vehicle; activation, % at 7 µM; actives 0.9% (n = 370,000); AID 652039;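 active means activation above the mean of all tested compounds plus 3 SD, computed per campaign excluding outliers beyond control limits, cut at about 13% in these data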
An asterisk follows results filed as active; / = no result given. Rows were taken by chance; overall some 4.2% were active at least once.

PLCg1 inh	ADAM17 inh	ADAM10 inh	ARFGAP1 inh	ASAP1 inh	TDP2 absorb	LEDGF integ inh	Tn7 DDE FP	DDE Tn6 FP inh	proKLK7 act	canonical_smiles
-327	-150	-471	-1	-6	0	1	-8	3	1.3	Cc1ccc2[nH]c3c(c2c1)CCC3=O
3	-1	-3	-4	-16	3	-2	-1	3	-0.1	COCc1[nH]nc2c1C1(C(=O)N(C)c3ccccc31)C(C#N)=C(N)O2 (centres undefined)
0	-3	9	3	2	-8	-1	2	0	-0.4	COc1ccc(OC)c(NC(=O)c2cnn(-c3ccccc3Cl)c2NC(=O)c2ccco2)c1
-3	0	-6	-14	4	-6	-3	4	3	0.1	CCOC(=O)c1c(S(=O)(=O)N2CCN(Cc3ccccc3)CC2)c(C)n(C)c1C
-154	-33	-146	-3	-2	-2	-1	-1	0	-2.4	OCCN(CCO)c1ncnc2c1sc1nc(N3CCOCC3)c3c(c12)CCCC3
6	0	-17	8	0	-17	-9	-4	-9	-0.1	CCn1nc(C)cc1C(=O)N1CCCC(Nc2ccc(C(C)C)cc2)C1 (centres undefined)
-39	-9	-35	8	0	8	1	-10	6	-1.5	CC(C)C[C@@H](CNCC(=O)[C@H](Cc1c[nH]c2ccccc12)NC(=O)c1[nH]cnc1C(=O)N[C@H](CN)CC(C)C)NC(=O)c1nc[nH]c1C(=O)N[C@@H](CC(=O)O)C(=O)O
2	-2	-12	-7	5	3	-3	-7	5	1.1	CCCCCCCC[n+]1cccc(C(=O)N2c3c(nc(N)[nH]c3=O)NC(C)C2C)c1 (centres undefined)
2	-3	-4	-6	-2	6	2	1	-8	-0.7	O=C(/C=C/c1cccc([N+](=O)[O-])c1)Nc1ccc(Cl)cn1
1	2	7	2	-8	-12	-2	6	-5	0.6	CCOC(=O)C1CCN(c2ccc([N+](=O)[O-])cc2S(=O)(=O)N2CCOCC2)CC1
-4	2	-3	1	8	4	-5	0	1	0.2	c1ccc(N2CCN(C3CC4CCC3C4)CC2)cc1 (centres undefined)
-3	-2	4	15	-3	-2	6	-4	-3	-0.3	COCCN1CCN(C(=O)C2CCC(=O)N(CCCc3ccccc3)C2)CC1 (centres undefined)
4	0	2	-3	5	12	1	-3	-1	0.0	O=C(CSCCN1C(=O)c2ccccc2C1=O)Nc1ccc2ccccc2c1
0	-3	-1	11	5	11	2	2	0	0.3	COC(=O)C1CCN(C(=O)CSc2nc3nc(C)cc(C)n3n2)CC1
-2	0	4	1	-11	-5	-1	-9	-5	-1.4	CC(=O)N1N=C(c2ccccc2)CC1c1cn(Cc2ccccc2)c2ccccc12 (centres undefined)
-45	-12	-27	1	9	-9	1	3	1	-1.4	CCOc1ccc(C(=O)C[n+]2ccc(C(=O)NCCO)cc2)cc1
6	0	-6	3	16	4	5	-2	-7	0.5	COc1cnc(-c2ccccn2)nc1Oc1ccccc1Cl
-10	-6	-3	0	9	2	6	3	2	-0.4	CN(C)S(=O)(=O)c1ccc(NC(=O)CSc2nnc(-c3ccco3)n2N)cc1
-1	2	-11	-11	-14	1	-3	3	1	-0.5	CC(=O)Nc1ccc(S(=O)(=O)N(C)CC(=O)NCCOc2ccccc2)cc1
-3	-4	3	-1	-15	10	0	12	4	-0.4	CC1=C(C)CC(C(=O)c2ccc(C)cc2)C(C(=O)O)C1 (centres undefined)
3	1	3	2	5	1	1	-6	1	-0.5	CCC(=O)Nc1ccc(-c2csc(C)n2)cc1
-1	-4	-6	6	5	7	-1	-5	8	0.3	Cn1nc(C(=O)N2CCN(c3ccccc3)CC2)c2c1-c1ccccc1S(=O)(=O)C2
-5	-3	-12	-2	-12	-1	-2	5	-1	0.4	C[C@H](CO)N1C[C@H](C)[C@@H](CN(C)C(=O)Nc2cccc(F)c2)OCc2cn(nn2)CCCC1=O
-2	-2	-8	5	-11	-2	0	-1	4	0.6	CCCOc1cccc(C(=O)N(Cc2ccco2)C2CCS(=O)(=O)C2)c1 (centres undefined)
-16	-2	2	2	-1	0	3	0	-2	0.9	Cc1ccc(NC(=O)c2cnc(SCC(=O)NCC3CCCO3)n(C)c2=O)cc1 (centres undefined)
3	-5	-6	4	-3	1	-2	-1	-6	0.5	O=C(CNc1ccccc1N1CCCC1=O)Nc1cc(Cl)ccc1-n1cncn1
2	-3	3	2	0	-5	3	-4	-10	-0.5	COc1ccc(/C=C/C(=O)NC(=S)Nc2cc3oc4ccccc4c3cc2OC)cc1
3	3	2	-2	-7	-6	7	-8	2	0.7	Cn1c(/C=C/c2ccc(Cl)cc2)c([N+](=O)[O-])c(=O)n(C)c1=O
1	0	-1	4	16	-9	0	-8	-2	0.2	CCOc1ccc(CN2CCN(Cc3cccn3-c3nccs3)CC2CCO)cc1 (centres undefined)
-5	6	-14	/	/	-8	-3	4	32*	-0.8	Cc1nn(-c2ccccc2)c2sc(C(=O)NCc3ccc(F)cc3)cc12
2	-3	-4	-3	-14	12	3	-3	8	-0.6	O=C(c1ccc(Cl)cc1)N1CCC(C(=O)N2CCCc3ccccc32)CC1
4	-2	-8	-5	-1	-9	-1	-3	10	0.3	CC1CC(CC(=O)Nc2nc(-c3ccccc3)cs2)C(=O)O1 (centres undefined)
-3	-3	-7	9	-4	2	-1	4	2	-1.3	CCOC(=O)c1c(C)[nH]c(C(=O)COC(=O)/C=C/c2cccc(OC)c2OC)c1C
0	-1	-6	-4	-5	6	0	2	2	-0.4	COc1ccc(C(=O)NC(CCSC)C(=O)N2CCCCCC2)cc1 (centres undefined)
1	-3	-2	2	16	7	-3	3	-13	0.3	CSCCC(NC=O)C(=O)NC(C)C(=O)O (centres undefined)
0	1	7	5	0	2	1	4	0	-0.3	COc1ccc(-n2nc3c(c2NC(=O)C(C)Oc2ccccc2)CS(=O)C3)cc1 (centres undefined)
-2	-2	-16	0	1	5	1	5	2	-0.1	CCOC(=O)Cc1csc(NC(=O)CN(C)S(=O)(=O)c2ccc3c(c2)CCC(=O)N3)n1
3	-2	0	4	1	9	2	-1	2	-1.0	O=C(NCCN1CCN(Cc2ccccc2Cl)CC1)Nc1ccccc1
2	-2	1	-9	-4	16	0	7	0	0.1	COc1ccc(CC(=O)O)cc1O
2	5	13	-7	-11	-1	1	-2	5	0.5	C=CC(=O)N1C/C(=C/c2ccc(Cl)cc2)C(=O)/C(=C\c2ccc(Cl)cc2)C1

Profiles, quoted from the list. Order of screens: PLCg1 inh | ADAM17 inh | ADAM10 inh | ARFGAP1 inh | ASAP1 inh | TDP2 absorb | LEDGF integ inh | Tn7 DDE FP | DDE Tn6 FP inh | proKLK7 act
C=CC(=O)N1C/C(=C/c2ccc(Cl)cc2)C(=O)/C(=C\c2ccc(Cl)cc2)C1 as listed: 2 | 5 | 13 | -7 | -11 | -1 | 1 | -2 | 5 | 0.5
O=C(NCCN1CCN(Cc2ccccc2Cl)CC1)Nc1ccccc1 as listed: 3 | -2 | 0 | 4 | 1 | 9 | 2 | -1 | 2 | -1.0
CC1CC(CC(=O)Nc2nc(-c3ccccc3)cs2)C(=O)O1 (centres undefined) as listed: 4 | -2 | -8 | -5 | -1 | -9 | -1 | -3 | 10 | 0.3
C[C@H](CO)N1C[C@H](C)[C@@H](CN(C)C(=O)Nc2cccc(F)c2)OCc2cn(nn2)CCCC1=O as listed: -5 | -3 | -12 | -2 | -12 | -1 | -2 | 5 | -1 | 0.4
CCOC(=O)c1c(C)[nH]c(C(=O)COC(=O)/C=C/c2cccc(OC)c2OC)c1C as listed: -3 | -3 | -7 | 9 | -4 | 2 | -1 | 4 | 2 | -1.3

Next section.
PLCg1 inh	ADAM17 inh	ADAM10 inh	ARFGAP1 inh	ASAP1 inh	TDP2 absorb	LEDGF integ inh	Tn7 DDE FP	DDE Tn6 FP inh	proKLK7 act	canonical_smiles
-1	-3	-3	-11	-15	8	-1	14	-3	0.3	CCCCOCC1CN(CCCC)S(=O)(=O)c2c(Oc3ccc(C(C)C)cc3)cccc2O1 (centres undefined)
1	-2	-4	20	-7	5	2	3	-3	0.0	O=S(=O)(c1ccc(F)cc1)N1CCN(C(=S)NCCc2ccccc2)CC1
2	0	-2	5	2	-9	-6	-11	-3	-0.1	O=C(CCn1c(=O)oc2ccccc21)N1CCN(c2ccccc2Cl)CC1
7	4	14	4	-1	4	2	0	-2	0.2	Cc1cc(C)n(-c2ccc(C(=O)OCC(=O)c3ccc(Br)s3)cc2)n1
5	0	4	6	-12	-15	0	5	-3	-0.2	Cc1cccc(OCCC(=O)Nc2ccc(C)c(S(=O)(=O)N3CCOCC3)c2)c1
0	-2	-6	6	-4	3	-1	2	-1	0.7	Cc1ccc(N2CCN(C(C(=O)Nc3c(C)cccc3C)c3cc4ccccc4o3)CC2)cc1 (centres undefined)
5	0	4	-9	-5	0	3	-3	9	0.5	COc1ccc(C(=O)N2CCC(C)(C(=O)NS(=O)(=O)C3CC3)C2)c(OC)c1 (centres undefined)
-160	-18	-46	8	0	-4	9	-6	-8	4.6	O=C(O)C1CCCCC1C(=O)Nc1nc(-c2ccc(Cl)s2)cs1 (centres undefined)
-5	-3	-4	-4	3	-5	4	-5	1	0.0	O=C1NCCN(Cc2c(F)cccc2Cl)C1CC(=O)N1CCCCO1 (centres undefined)
-1	-3	-5	1	-8	7	0	-2	0	0.5	Cc1ccc(F)cc1S(=O)(=O)NCc1ccc(N2CCN(C)CC2)cc1
-1	3	0	5	2	-2	-1	-2	2	0.6	COC(=O)CCN(c1ccccc1)S(=O)(=O)c1cc(-c2cc(C)no2)ccc1C
-2	-4	-2	5	2	-4	-6	5	4	-0.3	Cn1c(=O)c2c(ncn2C)n(C)c1=O
1	-1	3	-18	-4	-3	0	0	-4	0.1	CC(C)=C1C(=O)NN(c2cccc(Cl)c2)C1=O
3	5	5	3	11	-6	1	-1	-5	-0.5	O=C(CSc1nc2ccccc2o1)Nc1nncs1
-1	-4	-4	14	10	0	1	-2	10	-0.8	CCCc1nn2c(=O)cc(CSCC(=O)Nc3ccc(C)cc3)nc2s1
0	-4	-6	3	0	-2	5	0	3	-0.1	CC(C)Cn1c(N)c(C(=O)COC(=O)CN2C(=O)C3CC=CCC3C2=O)c(=O)n(C)c1=O (centres undefined)
0	-1	-2	5	-8	5	4	-8	5	-0.5	C#CCOc1ccc(/C=N/O)cc1Cl
-5	-1	1	-13	-10	1	-1	4	-3	0.5	COc1cc(C(=O)Nc2ccc(S(=O)(=O)Nc3nccc(C)n3)cc2)cc(OC)c1OC

Screens (PubChem BioAssay)
